M5 PAM: human M5 muscarinic receptor positive allosteric modulators, primary screen, CHO-K1 cells, Fluo-8 calcium fluorescence; Muscarinic acetylcholine receptor M5 (Homo sapiens), P08912; CHO-K1 hM5, ACh EC20 PAM; 0% = ACh EC20, 100% = ACh EC100; activation, % at 3 µM; 360,000 compounds, 0.3% hits;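 active = activation above the run cutoff, the mean activation of all test compounds plus 3 SD, cut at about 18% in these data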
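Test system: CHO-K1 hM5 cells / Doses: single-point, 3 µM nominal / Times: Post-acetylcholine fluorescence recording 140 s / Technique: Fluo-8 calcium fluorescence / Measure: Max/basal fluorescence ratio as % of EC20–EC100 ACh window / Benchmarks: low control EC20 acetylcholine (0%), high control EC100 acetylcholine (100%) / Replicates: one well per compound, no replicates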
CHRM5 antagonist: human M5 muscarinic receptor antagonists, primary screen, CHO cells, Fluo-8 calcium fluorescence. 360,000 compounds, 0.59% hits. Muscarinic acetylcholine receptor M5 (Homo sapiens), P08912. inhibition, % at 3 µM. CHO-hM5 cells, ACh EC80;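 active = inhibition above a per-plate cutoff, the mean of that plate's test compounds plus 3 SD, cut at about 27% in these data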;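 note: 0% = acetylcholine EC80 with DMSO and 100% = DMSO without agonist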
CHRM4 PAM: human M4 muscarinic receptor positive allosteric modulators, primary screen, CHO-K1 cells, Fluo-8 calcium fluorescence; Muscarinic acetylcholine receptor M4 (Homo sapiens), P08173; CHO-K1 hM4/Gqi5, ACh EC20; 0% = ACh EC20, 100% = maximal ACh; activation, % at 3 µM; 360,000 compounds, 0.4% hits;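 active = activation above its plate's cutoff, the mean activation of sample wells plus 3 SD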; note: some results filed as inactive read as strong as hits
Target sequence (P08173 whole entry, looked up): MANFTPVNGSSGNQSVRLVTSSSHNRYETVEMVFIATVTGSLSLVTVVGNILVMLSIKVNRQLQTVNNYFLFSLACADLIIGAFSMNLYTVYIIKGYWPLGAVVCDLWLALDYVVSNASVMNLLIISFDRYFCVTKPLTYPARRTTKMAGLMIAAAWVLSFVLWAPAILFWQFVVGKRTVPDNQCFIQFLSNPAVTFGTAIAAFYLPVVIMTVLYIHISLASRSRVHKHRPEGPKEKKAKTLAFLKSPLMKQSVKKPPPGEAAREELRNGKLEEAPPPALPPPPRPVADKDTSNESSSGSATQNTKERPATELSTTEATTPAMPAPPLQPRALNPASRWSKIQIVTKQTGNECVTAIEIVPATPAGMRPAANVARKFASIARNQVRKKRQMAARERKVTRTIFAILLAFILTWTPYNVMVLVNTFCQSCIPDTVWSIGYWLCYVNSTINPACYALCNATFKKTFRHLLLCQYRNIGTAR
CHO-K1 Ca PAM: nonselective calcium activators in parental CHO-K1 cells, primary screen, counter-screen for M1 PAM project, cell-based, Fluo-8 calcium fluorescence, full deck, 1536-well | ATP EC20; 0% at ATP EC20, 100% at ATP max | activation, % at 3 µM | 360,000 compounds, 0.02% hits;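 active = activation above the run cutoff, the mean activation of all test compounds plus 3 SD, cut at about 40% in these data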;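 note: peak over basal fluorescence ratio in a 140 s read after ATP addition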
TAAR1 agonist: human TAAR1 agonists, primary screen, Fluo-8 calcium fluorescence, CHO RD-HGA16 cells; Trace amine-associated receptor 1 (Homo sapiens), Q96RJ0; vehicle wells 0%, saturating PEA agonist 100%; activation, % at 3 µM; 360,000 compounds, 0.99% hits; AID 624467, 2012;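 active = activation above the mean activation of all test compounds in the run plus 3 SD, cut at about 38% in these data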
Target sequence (Q96RJ0 whole entry, looked up): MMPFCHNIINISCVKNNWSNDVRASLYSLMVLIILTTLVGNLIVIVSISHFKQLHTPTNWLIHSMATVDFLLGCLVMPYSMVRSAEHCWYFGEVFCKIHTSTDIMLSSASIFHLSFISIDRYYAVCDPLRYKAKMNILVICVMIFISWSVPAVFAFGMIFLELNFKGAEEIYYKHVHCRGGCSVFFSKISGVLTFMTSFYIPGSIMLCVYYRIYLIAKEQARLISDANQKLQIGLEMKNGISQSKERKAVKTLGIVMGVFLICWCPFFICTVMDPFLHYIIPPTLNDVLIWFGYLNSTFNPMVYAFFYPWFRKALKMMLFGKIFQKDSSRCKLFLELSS
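Test system: RD-HGA16 (CHO) cells co-expressing Gα16 and hTAAR1 | Doses: Single dose, 3 µM | Schedule: 17-24 h seeding, 75 min 37 °C dye, 30 min RT | Evaluation: % activation from peak over basal fluorescence ratio, DMSO-to-PEA scaled | Technique: Kinetic Fluo-8 calcium fluorescence | Benchmarks: Low control DMSO, high control PEA (EC100)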
CRFBP-R2 agonist: agonists of CRF-BP/CRF-R2 complex, primary screen, cell-based, HEK293, calcium dye fluorescence, uHTS; 350,000 compounds, 0.46% hits; AID 588473, 2011; calcium dye fluorescence (FLIPR); percent of saturating CRF peptide response; activation, % at 13.2 µM;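 active = activation of at least 50%, plus an integration ratio under a set limit after plate pattern correction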;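 note: plate controls were neutral control wells without compound for no effect and CRF at EC100 for full effect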
TAAR1 antag: human TAAR1 antagonists, primary screen, Fluo-8 calcium fluorescence, CHO RD-HGA16 cells. antagonist. inhibition, % at 3 µM. 360,000 compounds, 1.5% hits;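 active = inhibition above a per-plate cutoff, the mean inhibition of test compounds on that plate plus 3 SD, cut at about 49% in these data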;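 note: 0% = DMSO plus EC80 beta-PEA response and 100% = DMSO alone without agonist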
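Test system – hTAAR1-expressing CHO RD-HGA16 cells, Gα16-coupled · Also added – β-PEA at EC80 concentration, post-compound challenge · Compound – 3 µM, single point · Incubation – dye loading 75 min at 37 °C, then 30 min room temperature · Measured by – Fluo-8 intracellular calcium dye fluorescence, real-time kinetic reads · Benchmarks – vehicle and agonist controls · Replicates – singlicate, one well per test compound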
M5 ag: human M5 muscarinic receptor agonists, primary screen, CHO-K1 cells, Fluo-8 calcium fluorescence; Muscarinic acetylcholine receptor M5 (Homo sapiens), P08912; CHO-K1 hM5 cells; 0% DMSO wells, 100% maximal acetylcholine response; activation, % at 3 µM; 360,000 compounds, 0.19% hits; AID 624037, 2012;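 active = activation above the run's mean over test compounds plus 3 SD, cut at about 23% in these data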;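 note: signal is peak over basal fluorescence ratio across the kinetic read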
CRFR2-BP antag: antagonists of CRF-BP/CRF-R2 complex, primary screen, cell-based, HEK293, calcium dye fluorescence, uHTS; inhibition, % at 11.8 µM; 350,000 compounds, 0.59% hits; CRF-induced calcium fluorescence;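 active = inhibition of the ligand-induced calcium signal above about 50% at the single tested concentration, limit read from the data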
* hit, by the source's call; nt = no result given.

SMILES | M5 PAM | CHRM5 antagonist | CHRM4 PAM | CHO-K1 Ca PAM | TAAR1 agonist | CRFBP-R2 agonist | TAAR1 antag | M5 ag | CRFR2-BP antag
CCCc1cc(=O)[nH]c(SCCOc2ccc(Cl)cc2)n1 | -1.5 | 3.9 | 1.0 | 19.0 | 17.9 | -5.0 | 14.6 | -1.5 | 10.9
O=C(N/N=C/c1ccc([N+](=O)[O-])cc1)C(=O)N1CCCC1 | -4.8 | 10.8 | 7.7 | -19.7 | 0.4 | -0.4 | 12.2 | 1.0 | 15.3
COc1ccc(F)cc1-c1cc(C(=O)Nc2ccc(C)c(NS(C)(=O)=O)c2)[nH]n1 | -4.0 | 0.9 | -6.8 | -9.8 | 11.4 | nt | 25.3 | 0.9 | nt
O=C(CN1CCCCCC1)N1c2ccccc2C=Cc2ccccc21 | -15.8 | 79.6* | -31.7 | 25.0 | 4.7 | 2.6 | -7.9 | -6.4 | 33.2
Cc1ccc(C)c(OCCC(=O)OCC(=O)NCc2ccc(F)cc2)c1 | -6.0 | -1.3 | 0.9 | 2.4 | 0.4 | -0.4 | 11.0 | -0.7 | 15.3
CS(=O)(=O)c1ccc(N)cc1 | 4.2 | -4.7 | 2.3 | 17.1 | 0.1 | -0.2 | 20.6 | -0.2 | -5.0
COC(=O)c1sccc1NC(=O)Nc1ccc(OC)cc1OC | -4.5 | 6.1 | -6.0 | 0.3 | 2.7 | -0.5 | -4.3 | -2.7 | -4.3
CCN(C(=O)COC(=O)/C=C/c1nc2ccccc2s1)C1CCS(=O)(=O)C1 (stereo not drawn) | -11.3 | 14.6 | -11.8 | -7.6 | 1.3 | 1.2 | -12.7 | 2.3 | -3.3
Cc1cc(C)nc(SC(C)CNS(=O)(=O)c2ccccc2)n1 (stereo not drawn) | 4.9 | 0.9 | 1.9 | 19.0 | 1.7 | 2.6 | -2.3 | -2.0 | -13.3
CC1(c2nnc(-c3ccc(F)cc3)o2)CC(c2ccc(Cl)cc2)=NO1 (stereo not drawn) | -1.2 | 9.7 | -0.8 | -14.8 | 2.6 | -1.2 | 3.4 | 3.3 | 2.6
O=C(Cc1ccc([N+](=O)[O-])cc1)Nc1cccnc1 | -3.0 | 10.0 | 7.5 | 6.4 | -0.4 | -3.8 | -1.9 | -2.5 | 11.0
CCCN1CCN(S(=O)(=O)c2cn(C)nc2C)CC1 | 3.7 | -10.4 | 0.2 | 8.9 | 0.7 | 1.9 | -12.2 | -2.4 | -12.6
O=C(Cn1c(CO)nc2ccccc21)Nc1ccccc1Cl | 0.8 | 7.8 | -1.1 | -2.0 | 0.5 | -0.7 | 9.5 | 0.1 | 15.2
O=C(c1cc2nc(-c3ccccc3)cc(-c3ccccc3)n2n1)N1CCCC1 | -1.3 | 2.0 | 0.2 | 18.1 | 3.4 | -0.4 | -11.5 | -3.6 | -40.0
CCOC(=O)[C@@H]1[C@H]2COc3cc(OC)ccc3[C@@H]2N2C(=O)N(c3ccc(Cl)cc3)C(=O)[C@]12C | -4.8 | 6.1 | 0.6 | 9.6 | 2.0 | 2.7 | 3.9 | -5.2 | -2.6
NC1=NC[C@@H](Cc2ccc(O)cc2)N1CCc1cccc2ccccc12 | -6.7 | 9.8 | -6.4 | 11.9 | 9.0 | -0.2 | 15.7 | -9.6 | 15.5
N#CCCN(C(=O)CSc1ncccn1)c1ccc2c(c1)OCCO2 | -3.3 | 11.2 | 3.3 | 9.4 | -1.0 | 0.1 | 9.6 | 1.6 | 2.6
O=S1(=O)CC(N2CCN(CC3CC3)CC2)CN1C1CCCCC1 (stereo not drawn) | 0.1 | -7.8 | 1.2 | 15.6 | 0.9 | nt | -13.7 | -5.9 | nt
Cc1ccc(S(=O)(=O)N2CCN(C)CC2)cc1C | 5.4 | 7.2 | -4.0 | -1.2 | 3.8 | 4.1 | -11.4 | -2.7 | -5.4
COc1ccc(CCNC(=O)CS(=O)Cc2nc(-c3cccs3)oc2C)cc1OC (stereo not drawn) | -5.0 | 4.1 | 1.1 | 21.5 | 0.4 | 1.9 | -2.8 | 1.4 | 1.7
C=C(CCO)C1=CCN(S(=O)(=O)C(C)(C)C)[C@@H]1CCO | 2.4 | -3.4 | -0.6 | 3.9 | 0.8 | 2.1 | -22.6 | 0.9 | 5.3
COc1ccc(S(=O)(=O)N2CCC(NC(=O)C3CCCCC3)CC2)cc1 | -3.2 | 8.6 | 2.9 | 13.7 | -1.2 | -3.7 | -13.6 | -2.3 | -6.5
CCOC(=O)c1sc(NC(=O)CCCCl)nc1C | 3.0 | 4.9 | 3.5 | 18.0 | -2.5 | 0.1 | 10.0 | -2.7 | -16.3
O=C(Nc1ccc(F)cc1Cl)C1=COCCO1 | 8.8 | -3.9 | 10.1 | -6.0 | 0.2 | 0.7 | -5.2 | 1.4 | 31.9
CCN(CC)C(=O)/C(=C\c1ccc(Br)cc1)NC(=O)c1ccccc1OC | -1.7 | -2.3 | -8.9 | 4.2 | 10.1 | 1.1 | 5.2 | 4.8 | -7.2
CC(=O)c1cccc(NS(=O)(=O)c2cc3c(cc2C)NC(=O)CO3)c1 | 2.8 | -4.5 | 10.2 | 15.7 | 0.9 | -0.1 | 8.3 | -0.7 | -9.5
O=C(NCCN1CCOCC1)c1ccc2c(c1)N(Cc1ccccc1F)C(=O)c1ccccc1S2 | -2.2 | 10.7 | -5.5 | -11.7 | 13.1 | 2.3 | -7.3 | -6.6 | -12.8
Nc1cccnc1Sc1ccc([N+](=O)[O-])cn1 | 2.6 | -1.2 | 9.2 | 16.1 | 4.2 | -1.7 | -1.2 | -1.8 | 5.0
CCOC(=O)C(C(=O)OCC)C(Nc1ccccc1)c1ccccc1 (stereo not drawn) | 1.1 | -2.9 | 4.3 | 16.9 | -1.2 | -0.8 | 10.1 | 0.0 | -1.9
CC(C)n1nc(C(=O)NCc2ccc3c(c2)OCO3)c2ccccc2c1=O | -6.2 | 8.4 | 4.1 | 13.7 | 8.8 | -0.6 | 0.2 | -8.5 | 5.7

Some of these compounds in order of heavy-atom count, low to high.
SMILES | M5 PAM | CHRM5 antagonist | CHRM4 PAM | CHO-K1 Ca PAM | TAAR1 agonist | CRFBP-R2 agonist | TAAR1 antag | M5 ag | CRFR2-BP antag
O=S1(=O)CC(N2CCN(CC3CC3)CC2)CN1C1CCCCC1 (stereo not drawn) | 0.1 | -7.8 | 1.2 | 15.6 | 0.9 | nt | -13.7 | -5.9 | nt
O=C(CN1CCCCCC1)N1c2ccccc2C=Cc2ccccc21 | -15.8 | 79.6* | -31.7 | 25.0 | 4.7 | 2.6 | -7.9 | -6.4 | 33.2
NC1=NC[C@@H](Cc2ccc(O)cc2)N1CCc1cccc2ccccc12 | -6.7 | 9.8 | -6.4 | 11.9 | 9.0 | -0.2 | 15.7 | -9.6 | 15.5
O=C(NCCN1CCOCC1)c1ccc2c(c1)N(Cc1ccccc1F)C(=O)c1ccccc1S2 | -2.2 | 10.7 | -5.5 | -11.7 | 13.1 | 2.3 | -7.3 | -6.6 | -12.8

New compounds follow.
SMILES | M5 PAM | CHRM5 antagonist | CHRM4 PAM | CHO-K1 Ca PAM | TAAR1 agonist | CRFBP-R2 agonist | TAAR1 antag | M5 ag | CRFR2-BP antag
Cc1cc(C)c(NC(=O)CSCc2c(C)noc2C)c(Cl)c1 | -4.3 | 5.9 | -1.3 | -5.5 | 0.9 | -1.0 | 14.2 | 4.1 | 5.8
CC(C)(C)[C@H]1COC(=O)[C@@H](NC(=O)OCC2c3ccccc3-c3ccccc32)C/C=C\C[C@@H](CC(=O)N[C@@H](CO)Cc2ccccc2)C(=O)N1 | -3.5 | 7.7 | -1.6 | 8.1 | 10.5 | -0.7 | 2.6 | -3.1 | -7.3
Cc1ccc(NC(=O)CCn2cccc2)cc1C | 1.0 | 5.6 | 7.4 | 6.7 | 3.6 | 0.3 | 2.4 | -5.8 | 9.8
CN(CCC#N)S(=O)(=O)c1ccc2[nH]cc(C(=O)NCCc3ccccc3)c(=O)c2c1 | -0.1 | 5.2 | -1.9 | 21.4 | 53.8* | 0.3 | 11.9 | -5.8 | -7.0
O=C(O)COc1ccc(/C=N/n2c(COc3ccccc3)nc3ccccc3c2=O)cc1 | -1.7 | 0.0 | 0.8 | -8.2 | -0.9 | -3.2 | 3.3 | 2.1 | 7.0
Cc1ccc(-n2nc3c(c2NC(=O)c2ccc(OC(C)C)cc2)CS(=O)C3)cc1 (stereo not drawn) | -2.1 | 2.9 | 5.0 | 10.6 | 1.0 | -0.9 | -4.4 | -1.4 | 67.7*
CCOc1cc(C2Nc3ccccc3C(=O)N2c2ccccc2)c(Br)cc1OCC(=O)O (stereo not drawn) | 3.1 | 0.4 | 1.5 | 16.8 | 1.5 | -3.6 | -27.7 | -2.6 | -13.1
CCOC(=O)c1c(C)nc2sc3c(=O)n(-c4ccc(OC)cc4)nnc3c2c1-c1ccc(OC)cc1 | 8.6 | -7.5 | 3.3 | -6.8 | -0.7 | -1.1 | -28.3 | 2.0 | 25.1
COc1ccc(CCNC(=O)COC(=O)C2CC2)cc1 | 3.4 | 3.8 | 9.4 | 12.1 | -1.2 | 0.2 | 2.2 | -0.1 | -1.9
O=C(Cc1cccc(NC(=O)C2CCN(C(=O)C3CCCCC3)CC2)c1)Nc1cccc(C(=O)N2CCOCC2)c1 | -0.1 | 1.5 | -2.0 | 20.7 | 0.7 | 1.7 | 0.8 | -0.2 | -2.2
O=C(N/N=C/c1ccc([N+](=O)[O-])cc1)c1ccc(COc2ccccc2-c2ccccc2)cc1 | -4.8 | 10.4 | 1.8 | -6.9 | -0.2 | -0.5 | -4.8 | -1.9 | 5.1
O=[N+]([O-])c1ccc(/C=C/c2nc3ccc([N+](=O)[O-])cc3[nH]2)cc1 | -6.6 | 3.3 | 6.1 | 3.5 | 4.1 | -1.6 | 4.3 | 2.9 | 6.9
O=C1CSC(c2c(F)cccc2Cl)N1c1cccc(F)c1 (stereo not drawn) | -3.8 | 2.3 | -9.6 | -6.7 | 27.6 | -1.9 | 1.5 | -7.3 | 46.9
O=C(O)CSc1nc2sc3c(c2c(=O)n1Cc1ccccc1)CCCCC3 | 1.8 | 2.3 | 7.6 | -0.5 | -1.1 | -0.5 | -7.2 | -6.7 | 5.1
COc1ccccc1C(=O)NNC(=O)c1sccc1-n1cccc1 | 1.5 | 3.0 | 9.8 | 8.4 | 0.3 | -0.2 | 21.8 | 3.3 | -1.9

Screening data: PubChem BioAssay, several laboratories
